proCasp3 act = activators of human procaspase-3 D3A mutant, primary screen, biochemical, absorbance, PC-3 D3A mutant, single concentration; recombinant procaspase-3 D3A, Ac-DEVD-pNA absorbance 405 nm; activation, % at 8.5 µM; hit rate 0.11% among 330,000; AID 463141, 2010;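 active = activation above the mean of all tested compounds plus 3 SD, cut at about 21% in these data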;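 also: 0% = DMSO alone and 100% = DMSO wells spiked with extra 5 µM PC-3 D3A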
Target sequence (P42574 whole entry D9A/D28A/D175A): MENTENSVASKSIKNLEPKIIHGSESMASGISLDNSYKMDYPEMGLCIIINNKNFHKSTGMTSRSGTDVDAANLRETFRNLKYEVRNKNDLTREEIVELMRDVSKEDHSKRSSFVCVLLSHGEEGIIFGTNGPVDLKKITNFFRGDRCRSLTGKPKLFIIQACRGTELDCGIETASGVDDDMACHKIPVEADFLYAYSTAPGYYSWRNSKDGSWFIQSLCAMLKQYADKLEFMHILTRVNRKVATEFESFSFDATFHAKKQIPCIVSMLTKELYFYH
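Assay system: Procaspase-3 D3A mutant, all three cleavage aspartates alanine. Buffer or medium: Zinc-free HEPES saline buffer with Triton X-100. Times: 1 h compound preincubation, 2 h substrate hydrolysis at 25 °C. Measured by: 405 nm absorbance of p-nitroaniline, reads at 0 and 120 min. Read-out basis: percent activation relative to control range. Replicates: singlicate.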
RPL19A TOR yeast = RPL19A-GFP expression modulators in yeast, primary screen, cell-based, S. cerevisiae, multiplex flow cytometry, MLPCN; hit rate 0.3% among 330,000; AID 2025, 2009; S. cerevisiae RPL19A-GFP strain, 3 h; active compounds read low; percent response vs DMSO, % at 10 µM;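 active = percent response vs DMSO below 50%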;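 also: median channel GFP fluorescence of the barcoded RPL19A-GFP strain; ratio of sample median GFP to plate DMSO average so 100% = DMSO; lower means less RPL19A-GFP as with rapamycin TOR inhibition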
MEP2 TOR yeast = modulators of MEP2-GFP levels in yeast, primary screen, S. cerevisiae, multiplex flow cytometry, MLPCN library; GFP response vs DMSO, % at 10 µM; hit rate 0.51% among 330,000; AID 2016, 2009; S. cerevisiae MEP2-GFP strain, 3 h; 100% = DMSO control level;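 active = GFP response versus DMSO above a set limit, roughly screen mean plus 3 SD, cut at about 180% in these data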;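 also: median GFP fluorescence of the barcode-gated MEP2-GFP cells per well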
AHR activator = AHR activators, primary screen, cell-based, luminescence, luciferase reporter, human | activation, % at 5 µM | hit rate 2.5% among 320,000 | AHR-responsive luciferase reporter cells | Aryl hydrocarbon receptor (Homo sapiens), P35869; in the data active = activation above about 47%;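 also: 0% = vehicle wells and 100% = reference agonist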
JMJD2C inh = inhibitors of GASC-1 histone demethylase, primary screen, biochemical, fluorescence, DELFIA europium. GST-JMJD2C(1-420) H3K9me3 demethylation. inhibition, % at 2.35 µM. hit rate 0.069% among 330,000;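 active = more than half of a compound's replicate wells show inhibition beyond 50%, single wells judged on their own value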;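 also: signal counts dimethyl H3K9 product captured on neutravidin plate; 0% = median of DMSO wells and 100% = 0.3 times that DMSO median; strong numbers were not always called active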
Target sequence (Q9H3R0 1-420 limits assumed): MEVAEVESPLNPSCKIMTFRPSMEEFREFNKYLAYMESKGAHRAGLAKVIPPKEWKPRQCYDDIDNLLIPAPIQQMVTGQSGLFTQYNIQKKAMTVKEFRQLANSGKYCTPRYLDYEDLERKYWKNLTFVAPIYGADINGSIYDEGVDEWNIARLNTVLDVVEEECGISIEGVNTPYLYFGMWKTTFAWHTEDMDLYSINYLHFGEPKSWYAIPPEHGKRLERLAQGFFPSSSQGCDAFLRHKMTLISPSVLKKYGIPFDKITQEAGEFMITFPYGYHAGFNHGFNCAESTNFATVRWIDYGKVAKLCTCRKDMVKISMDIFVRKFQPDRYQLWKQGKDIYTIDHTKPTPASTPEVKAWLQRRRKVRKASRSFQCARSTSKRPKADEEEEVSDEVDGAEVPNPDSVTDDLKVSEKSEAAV
CR mimetic SO = reduction of superoxide in aged yeast, primary screen, HTS. S. cerevisiae aged cells, superoxide DHE fluorescence; active compounds read low. superoxide response (% of plate mean), % at 10 µM. hit rate 0.18% among 330,000. AID 2690, 2010;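 active = superoxide response under a set limit, about three screen SD below normal, cut at about 65% in these data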;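 also: yeast aged for seven days with compound at 30 °C before DHE staining; 100% = average MFI of all compound-treated wells on the plate with controls excluded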
procasp7 counter = procaspase-7 activators, primary screen, counter-screen for procaspase-3 activator project, biochemical, absorbance, HTS, human | activation, % at 8.5 µM | hit rate 0.093% among 330,000 | Caspase-7 (Homo sapiens), P55210 | recombinant procaspase-7, Ac-DEVD-pNA absorbance 405 nm; D23A/D198A/D206A triple mutant, cannot self-cleave; scale: DMSO 0, 5 µM enzyme 100;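 active = percent activation above the screen-wide mean plus 3 SD, cut at about 25% in these data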
Target sequence (P55210 whole entry D23A/D198A/D206A): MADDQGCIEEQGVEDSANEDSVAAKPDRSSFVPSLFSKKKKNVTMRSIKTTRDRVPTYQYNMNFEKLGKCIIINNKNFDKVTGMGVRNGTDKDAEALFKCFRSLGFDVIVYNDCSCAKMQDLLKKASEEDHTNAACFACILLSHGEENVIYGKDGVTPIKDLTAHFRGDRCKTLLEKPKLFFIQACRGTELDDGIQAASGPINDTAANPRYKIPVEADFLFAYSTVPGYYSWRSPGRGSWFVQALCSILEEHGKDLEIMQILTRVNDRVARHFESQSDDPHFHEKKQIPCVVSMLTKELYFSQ
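System: Procaspase-7 triple mutant (PC-7 D3A); measure: % activation from two-timepoint absorbance difference, scaled to controls; times: 1 h compound preincubation, 2 h substrate cleavage, 25 °C; also added: Ac-DEVD-pNA substrate, 400 µM as added; measured by: Epi-absorbance of released pNA at 405 nm, two timepoints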
LAP4 TOR yeast = modulators of LAP4-GFP expression in yeast, primary screen, S. cerevisiae, multiplex flow cytometry, MLPCN library; AID 2023, 2009; GFP response vs DMSO, % at 10 µM; hit rate 0.34% among 320,000; 3 h; median GFP as percent of DMSO wells;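 active = GFP response vs DMSO above a set limit, about the screen mean plus 3 SD, cut at about 150% in these data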
Active calls of the source: *; . = no result given; [ ] = dose if it differs, or a comment. Compounds were not picked by outcome; 3.8% or so of the library scored in one or more.

SMILES | proCasp3 act | RPL19A TOR yeast | MEP2 TOR yeast | AHR activator | JMJD2C inh | CR mimetic SO | procasp7 counter | LAP4 TOR yeast
Cc1c(Cl)c(C(=O)N2CCCc3ccccc32)nn1C | 9 | 97 | 100 | 8 | 5 | 112 | 10 | 97
Fc1cccc(CSc2nnc3c(n2)[nH]c2ccccc23)c1 | -15 | 113 | 107 | 4 | . | 96 | -9 | 100
O=C(O)c1sccc1Oc1ccc(NS(=O)(=O)c2cccc(F)c2)cc1 | -2 | 105 | 108 | -1 | -5 | 96 | -7 | 82
CC(C)n1c(N2CCN(S(=O)(=O)c3cccc([N+](=O)[O-])c3)CC2)nc2ccccc21 | 1 | 104 | 106 | -4 | 2 | 93 | -15 | 94
CCc1cccc(C)c1NC(=O)COC(=O)c1ccc2c(c1)S(=O)(=O)c1ccccc1C2=O | -12 | 102 | 105 | 0 | 0 | 59* | -4 | 94
CC(C)(C)n1nnnc1C(c1cccs1)N1CCN(C(=O)c2ccco2)CC1 (stereo unspecified) | -6 | 104 | 96 | 4 | 8 | 105 | -1 | 96
O=C(/C=C/c1cccc2ccccc12)NCCC1=CCCCC1 | 4 | 98 | 91 | 5 | -2 | 89 | -4 | 95
COc1ccc(C(CNS(=O)(=O)c2cccc(F)c2)N2CCCC2)cc1 (stereo unspecified) | -7 | 100 | 100 | -2 | -1 | 82 | -4 | 92
COc1cccc(C2C(C(=O)c3cccs3)=C(O)C(=O)N2c2cc(C)on2)c1 (stereo unspecified) | -15 | 100 | 91 | 1 | 7 | 99 | -43 | 104
OCCCc1cn(CC2CCCCC2)nn1 | 1 | 95 | 88 | -2 | 1 | 101 | 0 | 107
CCOc1cc(NC(=S)NCC2CCCO2)c(OCC)cc1NC(=O)c1ccc(F)cc1 (stereo unspecified) | -4 | 109 | 97 | 10 | 10 | 76 | -2 | 98
COC(=O)/C=C1/N/C(=N\c2nc(C)cc(C)n2)N(c2cccc(C)c2)C1=O | 3 | 99 | 99 | 0 | 4 | 98 | 3 | 98
COc1ccc(OC)c(-n2c(-c3ccccc3)n[nH]c2=S)c1 | -3 | 99 | 103 | 1 | -8 | 101 | 0 | 94
O=C(CSc1nnc(COc2ccccc2F)n1-c1ccccc1)NCc1ccco1 | -3 | 94 | 101 | 0 | 4 | 93 | -2 | 97
O=C(CSc1nnc2scc(-c3ccccc3)n12)c1ccc2c(c1)OCCO2 | -3 | 97 | 94 | 1 | 0 | 91 | -1 | 94
COc1ccc(C)cc1-n1nnnc1SCC(=O)Nc1cccnc1Cl | -6 | 95 | 111 | 0 | 0 | 105 | 4 | 123
Cc1c(-c2cccc(Cl)c2)nc2ccccc2c1C(=O)OC/C(O)=C(\C#N)c1nc2ccccc2[nH]1 | 5 | 95 | 100 | 10 | 5 | 102 | 6 | 102
O=C(COC(=O)C1CCCCC1)NCc1ccc(Cl)cc1 | 15 | 104 | 117 | -2 | -1 | 79 | 2 | 98
CCOP(=O)(OCC)/C(=N/OC(=O)c1ccc(OC)cc1)C(N)=O | 14 | 102 | 103 | -1 | -6 | 122 | 1 | 129
NS(=O)(=O)c1cccc(NC(=O)CCSc2ccc(Cl)cc2)c1 | 1 | 92 | 100 | -1 | 8 | 106 | 3 | 96
COCCN1Cc2cccc(C(=O)N3CCN(c4cc(C)ccc4C)CC3)c2C1=O | 4 | 98 | 99 | 0 | -9 | 101 | -7 | 104
CCOC(=O)c1c(C)nc(C(Cl)(Cl)Cl)nc1N | 2 | 100 | 100 | 11 | 5 | 104 | 1 | 117
COc1ccc(-n2c(=O)c3ccccc3n(CC(=O)NC3CCCC3)c2=O)cc1 | -6 | 99 | 103 | 0 | 3 | 106 | -2 | 99
Cc1cccc2c1-c1sc(C(=O)N3CCc4ccccc4C3)cc1CO2 | 10 | 104 | 104 | 0 | 8 | 96 | 13 | 109
COc1ccc(C(=S)N2CCOCC2)cc1OS(=O)(=O)c1ccccc1[N+](=O)[O-] | 9 | 114 | 104 | 3 | -7 | 127 | -9 | 91
COc1ccc(S(=O)(=O)N(C)CC(=O)N2CCC(C(N)=O)CC2)cc1Cl | 7 | 105 | 108 | 0 | 3 | 102 | 3 | 102
CCOc1ccc(/C(O)=C2/C(=O)C(=O)N(c3ncccn3)C2c2ccccc2)cc1 (stereo unspecified) | -3 | 100 | 105 | 0 | -5 | 110 | 10 | 92
COc1ccccc1CN(C)CC(=O)Nc1cccc(S(=O)(=O)N2CCCC2)c1 | 0 | 100 | 106 | 0 | 1 | 105 | 7 | 96
O=C(NCCc1ccccc1)C1CCN(C(=O)NCc2ccccc2)CC1 | 7 | 96 | 95 | 5 | -41 | 104 | 12 | 88
Cc1c(CC(=O)N2CCN(C(=O)C3COc4ccccc4O3)CC2)c(=O)oc2cc(O)ccc12 (stereo unspecified) | 24* | 98 | 103 | -3 | 10 | 99 | 30* | 97

Single records (already shown). Order of screens: proCasp3 act	RPL19A TOR yeast	MEP2 TOR yeast	AHR activator	JMJD2C inh	CR mimetic SO	procasp7 counter	LAP4 TOR yeast
NS(=O)(=O)c1cccc(NC(=O)CCSc2ccc(Cl)cc2)c1 is entered as 1	92	100	-1	8	106	3	96
COc1ccc(-n2c(=O)c3ccccc3n(CC(=O)NC3CCCC3)c2=O)cc1 is entered as -6	99	103	0	3	106	-2	99
Fc1cccc(CSc2nnc3c(n2)[nH]c2ccccc23)c1 is entered as -15	113	107	4	.	96	-9	100

Next part:
SMILES | proCasp3 act | RPL19A TOR yeast | MEP2 TOR yeast | AHR activator | JMJD2C inh | CR mimetic SO | procasp7 counter | LAP4 TOR yeast
CCOc1ccc(N2C(=O)C3CCCN3C2=S)cc1 (stereo unspecified) | 5 | 91 | 91 | -3 | 4 | 81 | -10 | 93
O=S(=O)(NCC1OCCc2ccccc21)c1ccccc1 (stereo unspecified) | 1 | 94 | 110 | 5 | 3 | 100 | -7 | 99
COc1ccc(CN(C(=O)CNC(=O)c2ccco2)C(C(=O)NCC2CCCO2)c2ccccc2)cc1 (stereo unspecified) | -3 | 95 | 83 | 4 | -31 | 108 | -7 | 83
Cc1cccc(NS(=O)(=O)c2csc(C(N)=O)c2)c1 | -3 | 104 | 101 | 2 | -19 | 100 | 2 | 83
Cc1ccc(N2C(=O)CC(C)(C)CC2=O)cc1Cl | 8 | 102 | 104 | 0 | 4 | 98 | 1 | 96
COC(=O)Cc1ccc(NC(=O)c2ccc(C)c(C)c2)cc1 | 2 | 98 | 100 | -4 | 12 | 96 | -1 | 104
CNS(=O)(=O)c1ccc(NC(=O)c2ccccn2)cc1 | -8 | 100 | 100 | -2 | -15 | 77 | -11 | 93
N#Cc1cc(Sc2ccccn2)c(Sc2ccccn2)cc1C#N | -7 | 102 | 103 | -1 | 7 | 86 | 8 | 111
Brc1ccc(C2=Nn3c(nnc3-c3cccnc3)SC2)s1 | -1 | 97 | 97 | 21 | 16 | 113 | 8 | 93
COc1cc(CCC(=O)Nc2c(C(=O)N3CCN(c4ccccc4OC)CC3)oc3ccccc23)on1 | 0 | 108 | 102 | 9 | 0 | 86 | -5 | 116
CS(=O)(=O)N(CC(=O)N1CCCCCC1)c1cccc(Cl)c1Cl | -3 | 103 | 98 | -1 | -2 | 107 | -5 | 83
COc1ccc(OC)c2c(C)cc(N3CCN(C(=O)c4ccc(F)cc4)CC3)nc12 | -1 | 98 | 100 | 14 | 4 | 95 | 6 | 100
c1ccc(OCCSc2nc3ccccc3[nH]2)cc1 | 3 | 44*[may fluoresce violet] | 182*[may fluoresce violet] | -4 | 7 | 104 | 4 | 103[may fluoresce violet]
COc1ccc(-c2nc(CS(=O)(=O)CC(=O)Nc3ccc(Cl)cc3)c(C)o2)cc1 | 4 | 94 | 90 | 5 | -7 | 80 | 4 | 93
O=C(COC(=O)c1ccc(S(=O)(=O)N2CCCC2)cc1)Nc1cccc(F)c1 | 9 | 98 | 91 | 0 | 7 | 110 | 8 | 97
COc1ccccc1NC(=O)Oc1cccc(OC(=O)c2ccccc2)c1 | -6 | 108 | 104 | 3 | -2 | 89 | 0 | 100
COC(=O)c1ccc(COc2ccc(-c3nnn(CC(N)=O)n3)cc2)cc1 | 3 | 97 | 91 | 0 | -5 | 98 | -3 | 97
CSc1nc2ccc(NC(=O)C3=NN(c4ccccc4)C(=O)CC3)cc2s1 | 0 | 95 | 90 | 12 | -2 | 101 | 10 | 106
CCNC(=O)CSc1nnc(-c2cc(-c3ccc(Cl)cc3)nc3ccccc23)o1 | 5 | 98 | 91 | 50* | 1 | 106 | 6 | 90
Cc1c(N2C(=O)c3ccc(Br)cc3C2=O)c(=O)n(-c2ccccc2)n1C | 9 | 96 | 100 | 2 | 115 | 100 | 12 | 98

Reprinted at random: two entries already listed.
SMILES | proCasp3 act | RPL19A TOR yeast | MEP2 TOR yeast | AHR activator | JMJD2C inh | CR mimetic SO | procasp7 counter | LAP4 TOR yeast
c1ccc(OCCSc2nc3ccccc3[nH]2)cc1 | 3 | 44*[may fluoresce violet] | 182*[may fluoresce violet] | -4 | 7 | 104 | 4 | 103[may fluoresce violet]
COc1ccc(-c2nc(CS(=O)(=O)CC(=O)Nc3ccc(Cl)cc3)c(C)o2)cc1 | 4 | 94 | 90 | 5 | -7 | 80 | 4 | 93

Other structures:
SMILES | proCasp3 act | RPL19A TOR yeast | MEP2 TOR yeast | AHR activator | JMJD2C inh | CR mimetic SO | procasp7 counter | LAP4 TOR yeast
COc1ccc(/C=C2/C(=N)N3N=C(CC(=O)N4CCCC4)SC3=NC2=O)cc1OC | -4 | 100 | 103 | 1 | 11 | 98 | 5 | 95
CC(C)c1ccc(NC(=O)N(CCc2nc3ccccc3[nH]2)C2CCCC2)cc1 | 0 | 107 | 102 | 23 | -7 | 107 | 2 | 104
COc1cccc(OCc2nnc(SCC(=O)NCc3ccco3)n2CCc2ccccc2)c1 | -7 | 96 | 98 | 0 | -38 | 100 | 2 | 98
O=C(c1ccc2c(c1)OCO2)C1CCCN(C(=O)NCc2ccccc2)C1 (stereo unspecified) | 3 | 101 | 105 | 3 | -6 | 99 | 9 | 96
CCOc1ccc(CCNC(=O)C(C)n2nc(C)n3c(cc4occc43)c2=O)cc1OCC (stereo unspecified) | 5 | 101 | 103 | 3 | 5 | 89 | 6 | 97
Brc1ccc(-c2nnc(-c3ccc4c(c3)OCO4)o2)o1 | -1 | 97 | 102 | -1 | 9 | 95 | 0 | 115
O=C(Nc1ncc(Cc2cc(Cl)ccc2Cl)s1)c1ccc([N+](=O)[O-])cc1 | 0 | 96 | 100 | 2 | 3 | 91 | 2 | 102
Cc1ccc(Nc2nc(-c3ccc(F)cc3)cs2)nc1 | . | 104 | 112 | . | -3 | 98 | . | 106
O=C(O)CCS(=O)(=O)c1ccc(-c2ccccc2)cc1 | 7 | 98 | 107 | 0 | -1 | 93 | 6 | 98
CCN(CC)S(=O)(=O)c1cccc(C(=O)NCC(c2ccccc2)N(C)C)c1 (stereo unspecified) | -1 | 115 | 123 | 0 | -9 | 91 | 3 | 204*
CC(=O)C1=C(O)C(=O)N(c2ccc(Br)cc2)C1c1cccc([N+](=O)[O-])c1 (stereo unspecified) | 4 | 104 | 105 | 28 | -4 | 90 | -7 | 93

Screening data: PubChem, several laboratories
